Vif-APOBEC3F blk: qHTS for Inhibitors of Vif-A3F Interactions: qHTS | HeLa A3F-eYFP + Vif (tagged APOBEC3F with the HIV-1 protein that degrades it), YFP fluorescence increase | Potency, µM (highest dose often 46.1 µM), for the others: at the highest dose activity, negative = active | actives 0.2% (n = 390,000) | AID 602313, 2012; also: potency is read from the fitted curve at half-maximal effect; % of control where 0% means no effect; nearly all actives have a fitted effect of over 65% in size
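HeLa cells stably expressing Vif plus C-terminally eYFP-tagged A3F were seeded, incubated overnight at 37 deg C, dosed with compound, incubated overnight again at 37 deg C. Yellow fluorescence (Ex 488/Em 500-530) reported blocked Vif-mediated A3F-eYFP degradation.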
RXFP1 ag: qHTS Assay for Agonists of the Relaxin Receptor RXFP1; HEK293T-RXFP1 cAMP TR-FRET, 30 min; response scale: percent of porcine relaxin response, buffer zero; actives 0.3% (n = 370,000); Relaxin receptor 1 (Homo sapiens), Q9HBX9; Potency, µM (titrated, usually from 57.5 µM), for inactives: top-dose activation, most hits filed as activators; also: potency is read from the fitted curve at half-maximal effect; % is scaled to controls: 0 for no effect and ±100 for the full control effect; nearly all actives have a fitted effect of over 60% in size; many of its hits are not listed in these tables
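Agonist response is measured as cAMP accumulation in an RXFP1-transfected HEK293T line under PDE4 inhibition. Values are scaled between buffer-only and 29 nM porcine relaxin, and EC50s come from standard Hill equation fits.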
GRP78 ERSR act: qHTS for Inducers of the Endoplasmic Reticulum Stress Response (ERSR) in Human Glioma: qHTS. U87-MG GRP78 promoter luciferase reporter, 16 h. Potency, µM, without a hit: top-dose activation, usual class: activators. actives 0.02% (n = 420,000). AID 602332, 2012; also: potency is read from the fitted curve at half-maximal effect; series mostly up to about 76 µM; % of control where 0% means no effect; nearly all actives have a fitted effect of over 35% in size
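Stably transfected U87-MG glioma cells carrying a GRP78-based luciferase sensor; 16 h compound incubation. Luminescence end-point read 10 min after Bright-Glo addition at room temperature.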
IDH1 R132H inh: qHTS for Inhibitors of mutant isocitrate dehydrogenase 1 (IDH1): qHTS. actives 0.093% (n = 390,000). AID 602179, 2012. Isocitrate dehydrogenase [NADP] cytoplasmic (Homo sapiens), O75874. Potency, µM (highest dose often 76.6 µM), for inactives: top-dose activity change, negative = inhibition, usual class: inhibitors. IDH1-R132H enzyme, NADPH consumption, diaphorase/resazurin fluorescence; also: potency is read from the fitted curve at half-maximal effect; % is scaled to controls: 0 for no effect and ±100 for the full control effect; nearly all actives have a fitted effect of over 65% in size
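IDH1-R132H (0.5 ug/mL) preincubated 30 min with compound, then NADPH (0.016 mM) and alpha-KG (2 mM) added; 80 min at RT, pH 7.5. Remaining NADPH coupled via diaphorase/resazurin to fluorescence (540/590 nm); concentration-response curves normalized to no-enzyme control.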
USP1-UAF1 inh: Inhibitors of USP1/UAF1: Primary Screen | Ubiquitin carboxyl-terminal hydrolase 1 (Homo sapiens), O94782 | recombinant USP1/UAF1, Ub-Rhodamine cleavage fluorescence | Potency, µM (highest dose often 57.1 µM), inactives show at the top dose activity change, negative = inhibition, hits mostly inhibitors | actives 0.23% (n = 390,000); also: potency is read from the fitted curve at half-maximal effect; % is scaled to controls: 0 for no effect and ±100 for the full control effect; nearly all actives have a fitted effect of over 60% in size; inactives centre near -12
Target sequence (O94782 whole entry, looked up): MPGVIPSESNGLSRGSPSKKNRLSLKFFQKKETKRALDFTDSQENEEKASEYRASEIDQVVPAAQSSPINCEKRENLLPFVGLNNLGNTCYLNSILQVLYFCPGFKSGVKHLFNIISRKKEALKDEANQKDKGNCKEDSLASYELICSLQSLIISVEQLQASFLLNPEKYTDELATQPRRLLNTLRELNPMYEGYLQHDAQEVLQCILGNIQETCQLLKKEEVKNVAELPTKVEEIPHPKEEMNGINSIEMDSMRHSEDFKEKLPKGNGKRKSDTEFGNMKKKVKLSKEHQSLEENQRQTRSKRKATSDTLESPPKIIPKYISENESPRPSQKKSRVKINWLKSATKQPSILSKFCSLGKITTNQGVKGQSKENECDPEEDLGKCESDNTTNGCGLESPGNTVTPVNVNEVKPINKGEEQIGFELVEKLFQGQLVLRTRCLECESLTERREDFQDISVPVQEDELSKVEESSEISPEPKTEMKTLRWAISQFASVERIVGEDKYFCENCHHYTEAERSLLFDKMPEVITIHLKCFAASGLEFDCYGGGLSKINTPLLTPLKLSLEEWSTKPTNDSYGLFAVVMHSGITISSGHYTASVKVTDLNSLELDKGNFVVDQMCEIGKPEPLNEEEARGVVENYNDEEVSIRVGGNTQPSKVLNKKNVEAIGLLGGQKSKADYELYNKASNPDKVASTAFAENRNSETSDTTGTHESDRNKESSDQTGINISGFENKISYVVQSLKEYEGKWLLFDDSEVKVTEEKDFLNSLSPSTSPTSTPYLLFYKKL
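High-throughput fluorogenic screen: 1nM USP1/UAF1 complex, Ub-Rho substrate 150nM final, 50mM HEPES pH 7.8 with 0.5mM EDTA, 0.1 mg/ml BSA, 1mM TCEP and 0.01% Tween-20.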
TrxR1 substrate: qHTS Assay for Substrates of Mammalian Selenoprotein Thioredoxin Reductase 1 (TrxR1): qHTS; Thioredoxin reductase 1, cytoplasmic (Rattus norvegicus), O89049; purified TrxR1 substrate turnover, NADPH consumption readout; Potency, µM (top dose mostly 114 µM), without a hit: top-dose activity change, negative = substrate turnover; actives 0.01% (n = 390,000); AID 588456, 2011; also: potency is read from the fitted curve at half-maximal effect; % is scaled to controls: 0 for no effect and ±100 for the full control effect; nearly all actives have a fitted effect of over 50% in size
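Rat TrxR1, dispensed at 90 nM, was prereduced with 400 uM NADPH (final) for 5 min at ~22 deg C, then incubated with compound 15 min before 400 uM selenite. A first-read NADPH fluorescence drop versus no-compound background flagged substrates.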
PI4K2A block: qHTS for small molecular inhibitors of PI4K2A. Phosphatidylinositol 4-kinase type 2-alpha (Homo sapiens), Q9BTU6. purified PI4K2A, ADP-Glo luminescence, 1 h; stronger effect = lower value. activity change, negative = inhibition, % at 76.9 µM. actives 0.13% (n = 420,000); in the data active = activity change below about -50%; inconclusive = mostly about -30% to -49%;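 also: -100% = wells without enzyme as full effect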
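Compounds are screened against recombinant PI4K2A using PI as substrate and ATP, the latter dispensed at 300 microM. Reactions run one hour at ambient temperature before ADP-Glo detection; full inhibition defined by wells lacking enzyme.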
Vif-A3G inh: qHTS for Inhibitors of Vif-A3G Interactions: qHTS; DNA dC->dU-editing enzyme APOBEC-3G (Homo sapiens), Q9HC16; HeLa A3G-eYFP + Vif (tagged APOBEC3G with the HIV-1 protein that degrades it), YFP fluorescence, overnight; Potency, µM (titrated, usually from 46.1 µM), without a hit: at the highest dose activity, negative = active, most hits filed as inhibitors; actives 0.076% (n = 410,000); AID 602310, 2012;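 also: potency is read from the fitted curve at half-maximal effect; % is scaled to controls: 0 for no effect and ±100 for the full control effect; nearly all actives have a fitted effect of over 60% in size; hits raise eYFP signal because A3G escapes Vif-driven loss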
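Read-out is eYFP fluorescence (Ex 488/Em 500-530) from Vif-expressing HeLa A3G-eYFP cells; more signal means A3G escaped Vif-mediated degradation. Cells plated overnight, compound pinned in, incubated overnight at 37 deg C.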
LDHA inh: qHTS assay for inhibitors of human lactate dehydrogenase; L-lactate dehydrogenase A chain (Homo sapiens), P00338; purified LDHA, NADH/diaphorase-resazurin fluorescence; stronger effect = lower value; activity change, % (values are at about 110 or 230 µM); actives 0.15% (n = 480,000); in the data active = activity change below about -30%; inconclusive = mostly about -25% to -30%;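 also: plate controls were DMSO wells for no effect and wells without enzyme for full effect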
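Human LDH5 (2 nM) was incubated with 0.06 mM NADH and 0.2 mM pyruvate for 5 min at room temperature in Tris pH 7.4. Remaining NADH was coupled through diaphorase/resazurin, and resorufin fluorescence was read at 0 and 20 min.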
* hit, by the source's call; ? = inconclusive; . = not tested or not shown; [ ] = dose if it differs, or a comment. Unless noted, calls follow the shape of the dose curve; as a rule, active = well fitted curve in the direction sought with a large enough effect; inconclusive = small, poorly fitted or top-dose-only effect, or another doubt; inactive = no such curve, though single readings can be large; an effect the other way counts as inactive or inconclusive. Only part of the results is shown. The share of hits here may be higher or lower than overall.

SMILES	Vif-APOBEC3F blk	RXFP1 ag	GRP78 ERSR act	IDH1 R132H inh	USP1-UAF1 inh	TrxR1 substrate	PI4K2A block	Vif-A3G inh	LDHA inh
CN(C)NC(=O)c1ccsc1NC(=O)c1ccc(S(=O)(=O)N2CCCC2)cc1	0.4%	0.0%	2.5%	-0.4%	-17.1%	-2.6%	4.6	-0.3%	1.9
COc1ccc(C2CC(c3ccc4ccccc4c3OC(C)=O)=NN2C(=O)/C=C/c2ccccc2)cc1 (stereo not drawn)	1.4%	-0.1%	-1.0%	3.5%	-7.8%	2.3%	-1.8	-6.0%	2.8
CC(C)c1ccc(C2C3=C(CC(c4ccco4)CC3=O)Nc3nc(C(F)(F)F)nn32)cc1 (stereo not drawn)	.	.	-0.4%	.	.	24.2%[0.457 µM]	.	-0.8%	-6.4
Cc1cc(-c2n[nH]c(=S)n2/N=C/c2ccc(C)s2)n[nH]1	-0.6%	1.4%	-3.1%	1.4%	-21.7%	-3.2%	-2.9	-1.7%	-4.6
Cc1ccc2c(c1)C(=O)C(=O)N2CC1COc2ccccc2O1 (stereo not drawn)	18.6%	0.3%	1.4%	1.0%	-22.4%	3.4%	21.1	-16.3%	32.8
O=C(CSc1nnnn1-c1ccccc1)NCCCN1CCCC1=O	0.6%	.	-4.8%	-11.6%	-3.9%	-9.7%	-2.4	0.3%	-9.6
COC(=O)c1sc(NC(=O)COC(=O)C2CCC2)c(C(=O)OC)c1C	3.4%	2.2%	-2.0%	-2.1%	-12.6%	-8.8%	-3.1	2.1%	0.9
Clc1ncnc2scc(-c3ccccc3)c12	-4.8%	1.1%	2.3%	0.2%	-11.4%	7.4%	2.5	0.3%	-0.4
CN=C1SC(CC(=O)Nc2cc(Cl)ccc2Cl)C(=O)N1C (stereo not drawn)	-5.4%	-0.4%	1.1%	0.6%	-11.3%	2.9%[57.1 µM]	1.6	-0.2%	4.7
O=C(COc1cccnc1[N+](=O)[O-])Nc1ccc(S(=O)(=O)N2CCOCC2)cc1	-0.8%	0.5%	-8.1%	0.5%	-14.9%	5.6%[57.1 µM]	4.5	-2.1%	-4.6
COc1cccc(/C=N/NC(=O)c2nnn(-c3nonc3N)c2CN(C)C2CCCCC2)c1	6.8%	.	-3.1%	-0.7%	-5.2%	.	2.9	-2.0%	-8.3
C[C@H]1C=C(C(=O)NC2CC2)O[C@@H](OCc2ccc(CO)cc2)C1	6.3%	0.0%	4.5%	-7.9%	?	6.3%	-0.3	-6.1%	-2.5

An excerpt from above in order of their number in GRP78 ERSR act, largest number first:
compound,RXFP1 ag,GRP78 ERSR act,USP1-UAF1 inh,TrxR1 substrate,PI4K2A block,Vif-A3G inh,LDHA inh
CN=C1SC(CC(=O)Nc2cc(Cl)ccc2Cl)C(=O)N1C (stereo not drawn),-0.4%,1.1%,-11.3%,2.9%[57.1 µM],1.6,-0.2%,4.7
COC(=O)c1sc(NC(=O)COC(=O)C2CCC2)c(C(=O)OC)c1C,2.2%,-2.0%,-12.6%,-8.8%,-3.1,2.1%,0.9
Cc1cc(-c2n[nH]c(=S)n2/N=C/c2ccc(C)s2)n[nH]1,1.4%,-3.1%,-21.7%,-3.2%,-2.9,-1.7%,-4.6

Next section
SMILES	Vif-APOBEC3F blk	RXFP1 ag	GRP78 ERSR act	IDH1 R132H inh	USP1-UAF1 inh	TrxR1 substrate	PI4K2A block	Vif-A3G inh	LDHA inh
Cc1cccc(C(=O)Nc2c(C#N)c(C)c(C)n2Cc2ccccc2)c1	4.7%	-0.5%	-0.5%	0.1%	-16.3%	7.1%[57.1 µM]	-0.6	2.6%	-6.3
C/C(=N\NC(N)=S)c1ccccc1	?	2.7%	-2.9%	1.5%	-7.0%	-12.4%	-0.3	-0.2%	-5.9
COc1ccc2c(c1)[C@@H]1[C@H](CO2)[C@H](c2ccccc2)[C@]2(C)C(=O)Nc3ccc(C)cc3C(=O)N12	5.6%	-0.3%	-6.3%	1.1%	-28.8%	8.9%	-1.2	-7.1%	2.5
COc1ccccc1C(=O)Nc1cccc(OCc2cc(=O)n3c(C)csc3n2)c1	2.6%	1.2%	-1.8%	25.4%	-6.7%	7.5%	-0.4	-3.3%	-8.6
CCCc1nnc(NC(=O)c2nc(S(=O)(=O)Cc3cccc(C)c3)ncc2Cl)s1	1.1%	-1.1%	-16.5%	7.7%	-23.5%	9.2%	-26.8	?	0.9
CCCc1nc2c(sc3nc4c(cc32)COC(C)(C)C4)c(=O)n1Cc1ccco1	-12.1%	0.5%	-1.4%	1.7%	-10.0%	6.3%	-13.8	0.9%	0.9
CCS(=O)(=O)N1Cc2ccccc2CC1C(=O)Nc1cccc(C)c1 (stereo not drawn)	-2.0%	2.1%	-4.2%	5.1%	7.5%	-4.5%[57.1 µM]	-4.9	2.9%	-2.6
O=C(OCc1ccc(Cl)cc1)c1ccccc1C(=O)c1ccccc1	7.6%	-0.5%	6.7%	0.6%	-12.8%	-5.6%	1.0	-0.4%	-3.2
CCN(CC)S(=O)(=O)c1ccc2[nH]cc(C(=O)NCCC3=CCCCC3)c(=O)c2c1	-6.3%	3.5%	12.6%	1.7%	-22.7%	-3.3%	-1.0	-21.5%	1.5
Cc1ccc(N2CC(C(=O)Nc3ccccc3C(=O)N3CCOCC3)CC2=O)cc1 (stereo not drawn)	1.7%	-0.2%	-2.4%	4.5%	-15.5%	6.4%	-3.2	-4.7%	0.4
Cc1ccccc1NC(=O)COC(=O)Cc1ccsc1	-1.6%	0.8%	-4.5%	3.3%	-20.9%	1.6%	1.7	2.9%	-1.8
COc1ccccc1NC(=O)c1sc2nc(N3CCOCC3)c3c(c2c1N)CC(C)(C)OC3	1.3%	4.2%	-4.7%	5.8%	-17.4%	4.1%	-2.2	-4.2%	-1.5
CCOc1ccc(NC(=O)c2cccc3c2C(=O)N(CC2CCCO2)C3)cc1 (stereo not drawn)	4.2%	4.2%	-1.5%	3.1%	-26.5%	5.0%[57.1 µM]	0.1	2.9%	-4.4
CC12CCC(C(=O)N3CCOCC3)([C@H](Br)C1=O)C2(C)C (stereo partly drawn)	8.4%	0.8%	2.4%	-5.8%	?	-1.1%[57.1 µM]	-0.3	-0.1%	-9.1
Cc1nc(N2CCN(c3ccccn3)CC2)c2c(C)c(C(=O)Nc3ccc(F)cc3F)sc2n1	9.8%	-1.6%	-0.9%	1.1%	-13.5%	58.7%[activator]	3.3	1.2%	-4.4
COc1ccccc1NS(=O)(=O)c1ccc(C(=O)Nc2ncccc2O)cc1	-19.1%	0.2%	16.6%	-5.9%	-11.0%	-7.4%	-2.1	7.7%	-0.9
CN(C)CCN(Cc1ccccc1)C(=O)C1CCN(c2ncnc3c2nc2n3CCCCC2)CC1	-5.2%	?	-4.1%	-11.6%	-11.3%	3.4%	-1.5	1.0%	-3.0
CCCOc1ccc(N2CC(C(=O)Nc3ccc(N4CCOCC4)cc3)CC2=O)cc1 (stereo not drawn)	16.2%	4.5%	-3.3%	-10.3%	-17.4%	0.6%	-4.3	-4.1%	-4.0
CCOc1ccc(OCC)c(NC(=O)c2cc(S(=O)(=O)N3CCCC3)cn2C)c1	3.4%	-1.5%	-4.8%	-13.7%	-15.4%	0.7%	-2.6	4.1%	-20.3
COc1ccc(C(=O)COC(=O)C(Cc2c[nH]c3ccccc23)NC(=O)c2ccc(C(C)(C)C)cc2)cc1 (stereo not drawn)	-0.1%	-1.1%	-1.4%	-10.0%	-27.9%	-2.4%	5.8	0.0%	1.7
O=C(COc1ccc2ccccc2c1)Nc1ccc(Cc2ccncc2)cc1	-2.7%	2.3%	-3.0%	4.4%	?	7.9%	2.5	-0.5%	4.0
O=C(NC(NC(=O)c1c(F)cccc1F)c1ccc([N+](=O)[O-])cc1)c1c(F)cccc1F	-4.6%	0.3%	-0.4%	6.6%	?	5.3%	0.4	-2.3%	-3.2
O=C(O)c1cccc(N2C(=O)Nc3ccccc3N2O)c1	8.5%	0.3%	-2.3%	3.2%	-7.4%	7.4%[0.0914 µM]	3.1	1.7%	-5.6
COc1ccc(OC)c(NC(=O)CSc2nnc(CNc3ccc(C)cc3C)o2)c1	0.3%	2.2%	13.0%	-2.0%	-17.3%	-5.0%[57.1 µM]	-1.1	-3.1%	-0.3
Cc1nc(N2CCC(C)CC2)c2c(C)c(C(=O)Nc3cc(F)ccc3C)sc2n1	3.8%	-1.9%	-1.2%	-4.2%	-19.3%	6.3%[57.1 µM]	2.0	-3.1%	-3.8
NC(=O)CSc1nccn1Cc1ccc2c(c1)OCO2	3.2%	0.8%	-4.1%	-3.8%	-1.9%	0.0%	-1.1	-0.6%	-3.7
